High-throughput results as filed in PubChem.
DT40 TDP1 no CPT = qHTS for Inhibitors of human tyrosyl-DNA phosphodiesterase 1 (TDP1): qHTS in cells in absence of CPT. Potency, µM (doses to about 46.2 µM), for the others: top-dose activity change, negative = growth inhibition, hits mostly inhibitors. AID 686978, 2013. 420,000 compounds, 15% hits. DT40 Tdp1-/- hTDP1 cells, no CPT, ATP luminescence, 48 h; further: nearly all actives have a fitted effect of over 55% in size
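DT40 Tdp1-/-;hTDP1 cells, no CPT (DMSO vehicle only), 400 cells/well; compounds pin-transferred; ≥48 hr, 37 °C; CellTiter-Glo 30 min RT dark, luminescence read.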
TDP1 inh = inhibitors of human tyrosyl-DNA phosphodiesterase TDP1; recombinant TDP1, AlphaScreen DNA substrate cleavage; Potency, µM (titrated, usually from 130 µM), inactives show at the highest dose activity change, negative = inhibition, most hits filed as inhibitors; 350,000 compounds, 0.28% hits; further: nearly all actives have a fitted effect of over 40% in size
Target sequence (Q9NUW8 whole entry, looked up): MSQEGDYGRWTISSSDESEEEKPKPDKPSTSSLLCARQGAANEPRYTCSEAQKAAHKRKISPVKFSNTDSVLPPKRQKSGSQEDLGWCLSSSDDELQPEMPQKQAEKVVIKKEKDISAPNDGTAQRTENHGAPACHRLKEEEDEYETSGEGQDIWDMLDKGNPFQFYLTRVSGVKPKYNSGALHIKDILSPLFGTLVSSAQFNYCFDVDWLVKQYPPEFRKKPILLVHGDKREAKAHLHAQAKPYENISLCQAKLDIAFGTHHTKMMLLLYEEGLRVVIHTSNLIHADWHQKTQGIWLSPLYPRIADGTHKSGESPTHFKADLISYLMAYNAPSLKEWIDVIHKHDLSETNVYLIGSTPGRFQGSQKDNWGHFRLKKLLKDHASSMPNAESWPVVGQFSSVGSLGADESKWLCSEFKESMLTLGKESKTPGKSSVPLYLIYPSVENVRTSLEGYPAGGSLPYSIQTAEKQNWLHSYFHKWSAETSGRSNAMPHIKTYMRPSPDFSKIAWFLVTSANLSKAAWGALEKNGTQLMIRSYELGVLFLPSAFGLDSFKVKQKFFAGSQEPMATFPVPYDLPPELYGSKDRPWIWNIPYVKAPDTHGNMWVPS
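Here, a 5' biotin and 3' phosphotyrosine-FITC DNA oligonucleotide reports Tdp1 activity: intact substrate bridges AlphaScreen beads, while cleavage leaves a 3' phosphate and drops signal. All incubations at room temperature.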
DT40 TDP1 CPT = DT40-hTDP1 cell growth loss with CPT; Potency, µM (highest dose often 46.2 µM), without a hit: top-dose activity change, negative = growth inhibition, usual class: inhibitors; chicken DT40 Tdp1-/-;hTDP1 cells + 20 nM CPT, ATP luminescence, 48 h; 420,000 compounds, 12% hits; further: nearly all actives have a fitted effect of over 55% in size
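Cell growth measured by CellTiter-Glo luminescence after a minimum 48 h, 37 C compound exposure with 20 nM CPT in Tdp1-knockout DT40 cells stably expressing hTDP1, seeded 400/well; qHTS titration format.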
Starred values were filed as active, the others as inactive; ? = inconclusive; / = not tested or not shown; & = joins results of further samples; [ ] = dose if it differs, or a comment. The call rests on the fitted dose curve; in most records, active means well fitted curve in the direction sought with a large enough effect; inconclusive means small, poorly fitted or top-dose-only effect, or another doubt; inactive means no such curve, though single readings can be large; an effect the other way counts as inactive or inconclusive. On the % scale 0 is the no-effect control and ±100 the full control effect; potency means the concentration at half of the fitted maximal effect.

cpd	smiles	DT40 TDP1 no CPT	TDP1 inh	DT40 TDP1 CPT
1	O=C(NN=C1CCCCCC1)C(=O)Nc1cccc(Br)c1	-25%	7%	3%
2	CCCCN1CCCc2cc(CN(CCCN3CCOCC3)C(=O)Nc3ccc(OCC)cc3)ccc21	18µM*	9%	18µM*
3	COC(=O)CSc1cnc2ccccc2n1	-15%	7%	-7%
4	CC(C)(C)c1ccccc1NC(=O)CN1C(=O)NC2(CCCC2)C1=O	-10%	/	-2%
5	Cc1cc(C)n2nc(SCN3C(=O)c4ccccc4C3=O)nc2n1	-5%	-7%	-14%
6	CCCc1nc2ccccc2c(C(=O)OCC(=O)NC2CC2)c1CC	?	-4%	?
7	Oc1ccccc1-c1nnc(-c2ccc(C(F)(F)F)cc2)o1	?	-2%	?
8	CCOc1ccc(S(=O)(=O)N2CCC(C(=O)NCc3ccncc3)CC2)cc1	-11%	2%	-1%
9	CC(C)C(=O)NC(c1ccco1)c1ccc2cccnc2c1O (centres undefined)	4.6µM*	12%	3.3µM*
10	CN(c1ccc([N+](=O)[O-])cc1/C=N/NC(=O)COc1ccccc1)C1CCCCC1	16µM*	0%	?
11	COc1ccccc1C1/C(=C(/O)c2ccccc2)C(=O)C(=O)N1CCO (centres undefined)	-24%	-3%	-4%
12	Cc1sc2nc(CSCC(=O)N(C)c3ccccc3)[nH]c(=O)c2c1C	16µM*	8%	23µM*
13	CCOc1ccc(NC(=O)C/C(C)=N/NC(=O)COc2ccc(Br)cc2C)cc1	-18%	/	-5%
14	COc1ccc(NC(=O)CCCSc2nc(-c3ccco3)cc(C(F)(F)F)n2)c(OC)c1	?	3%	?
15	CC(=O)N1CCC2(CC1)OC(=O)C(C)=C2C(=O)Nc1ccccc1C(F)(F)F	-4%	1%	-1%
16	O=C(CNC(=S)NC(=O)c1ccc(F)cc1)c1ccccc1	-23%	5%	14%
17	COc1ccc(NC(=O)CSC2=Nc3ccccc3C3=NC(Cc4ccccc4)C(=O)N23)cc1 (centres undefined)	21µM*	1%	?
18	Cc1ccc(Nc2nc3ccccc3c3nncn23)cc1C	16µM*	10%	8.2µM*
19	OCc1ccc(-c2ccc3nccn3c2)cc1	-1%	/	-10%
20	Cc1c(N2CCCCC2)[nH]c2ccccc12	10µM*	/	?
21	CCOC(=O)c1cc(-c2ccc(OC)cc2)n(CCC(=O)NC2CCN(Cc3ccccc3)CC2)c1C	21µM*	4%	?
22	C=CCc1ccccc1OCc1nc2ccccc2n1CC	23µM*	-6%	?
23	CCC(C)(C)NC(=O)CN(C(=O)CCC(=O)Nc1ccccn1)c1ccc(F)c(Cl)c1	-22%	5%	-5%
24	CC(=O)c1ccc(/C=C/c2nc3ccccc3n2C)o1	?	8%	?
25	COc1cc(C2C3=C(CC(C)(C)CC3=O)N(C)C3=C2C(=O)CC(C)(C)C3)cc(Br)c1O	-15%	/	-6%
26	CC(=O)Nc1nnc(-c2c(-c3ccccc3Cl)noc2C)o1	-12%	4%	15%
27	CCN(CC)S(=O)(=O)c1ccc(S(=O)(=O)N(CC(=O)Nc2ccccc2)Cc2ccco2)cc1	?	1%	18µM*
28	CC(CCc1ccccc1)NC(=O)c1cnc(Cl)c(Cl)c1 (centres undefined)	?	/	-28%
29	CC(C)NC(=O)COC(=O)c1ccc(Oc2ccccc2)cc1	-27%	-2%	-12%
30	Cc1ccc(-c2c[n+](CC(=O)Nc3ccc(C)cc3C)c3n2CCC3)cc1	15µM*	1%	?

Two compounds drawn at random from the list so far:
cpd	smiles	DT40 TDP1 no CPT	TDP1 inh	DT40 TDP1 CPT
8	CCOc1ccc(S(=O)(=O)N2CCC(C(=O)NCc3ccncc3)CC2)cc1	-11%	2%	-1%
4	CC(C)(C)c1ccccc1NC(=O)CN1C(=O)NC2(CCCC2)C1=O	-10%	/	-2%

Continuation:
cpd	smiles	DT40 TDP1 no CPT	TDP1 inh	DT40 TDP1 CPT
31	CC(C)c1nc(CNC(=O)c2ccc(OC3CCN(Cc4ccccn4)CC3)cc2)cs1	?	3%	?
32	C=CCn1c(-c2csc3c2CCC(C)C3)n[nH]c1=S (centres undefined)	?	5%	?
33	Cc1cccc(C)c1OCC(=O)Nc1cccc(NC(=O)c2ccco2)c1	?	0%	?
34	COc1ccc(NC(=O)c2oc3ccc(S(=O)(=O)N(C)C4CCCCC4)cc3c2C)cc1Cl	5.8µM*	3%	9.2µM*
35	O=C(Nc1ccc(Cl)cc1)c1cccc(NC2=NC3CS(=O)(=O)CC3S2)c1 (centres undefined)	19%	/	16%
36	CCC1Sc2ccc(S(=O)(=O)CCC(=O)Nc3ccccc3Cl)cc2NC1=O (centres undefined)	-22%	-2%	-28%
37	C=CCn1c(SCc2nc3ccccc3[nH]2)nnc1-c1ccccn1	-23%	11%	-22%
38	COc1ccc2c(c1)CC(=O)NC=C2	1%	3%	-3%
39	CCc1ncc(C(O)c2ccc(Cl)cc2)n1Cc1ccccc1 (centres undefined)	12µM*	/	18µM*
40	COc1cccc(CNC(=O)C(=O)Nc2ccc3nc4n(c(=O)c3c2)CCCCC4)c1	-29%	8%	-17%
41	COC(=O)c1ccc(C23CC4(C2)[C@H](CN(Cc2cccnc2)[C@@H]4c2ccccc2)C3c2ccccc2)cc1 (some centres undefined)	23µM*	11%&5%	23µM*
42	CCCNC(=O)C(Cc1ccc(Br)cc1)NC(=O)c1ccc(C#N)cc1 (centres undefined)	-16%	2%	-25%
43	O=C(NN1C(=O)/C(=C/c2cccs2)SC1=S)c1ccncc1	-12%	4%	2%
44	CC1CCCCC1NC(=O)/C=C/c1nc2ccccc2s1 (centres undefined)	?	2%	?
45	COc1ccc(CCNC(=O)CCN2C(=O)[C@@H]3Cc4ccccc4CN3C2=O)cc1OC	-41%	4%	-9%
46	O=c1[nH]c2cc3c(cc2cc1C(c1nnnn1C1CCCCC1)N1CCSCC1)OCCO3 (centres undefined)	?	2%	?
47	O=C(Nc1nccs1)C1CCN(S(=O)(=O)c2ccc(Cl)c(C(F)(F)F)c2)CC1	?	-3%	-11%
48	O=C(c1ccc(Cl)s1)N1CCc2ccccc21	-16%	0%	-23%
49	O=[N+]([O-])c1cccnc1S(=O)(=O)c1ccccc1	0.82µM*	/	0.92µM*
50	O=C1OCc2ccc([N+](=O)[O-])cc21	-14%	/	37%[activator]
51	COc1cnc(-c2ccccn2)nc1Oc1ccccc1Cl	?	6%	?
52	CC(C)c1cccc(C(C)C)c1NC(=O)OC1CCCCC1	?	/	?
53	CC(C)CC(=O)Nc1ccc(Cc2ccncc2)cc1	?	2%	-22%
54	Cc1c(C(=O)NCCCc2ccncc2)cnn1-c1nccc(-c2ccccc2F)n1	18µM*	/	-7%[9.04 µM]
55	CCCCCCCC(=O)NN=C1CCN(Cc2ccccc2)CC1	?	5%	-6%
56	O=C(NCC(c1cccnc1)N1CCOCC1)Nc1ccccc1 (centres undefined)	-2%	5%	1%
57	Cc1ccc(C)n1-c1ccc(-c2ccn[nH]2)cc1	?	7%	?
58	CCC(C)c1ccc(OCCn2ccnc2)cc1 (centres undefined)	?	4%	?
59	CC(=O)Nc1ccc(C(=O)OCc2ccc(F)cc2Cl)cc1	?	-4%	-23%
60	CCCC(=O)N1CCN(c2nc3ccc(CC)cc3s2)CC1	?	4%	-2%

4 compounds from above, sorted by number of heavy atoms, smallest number first.
cpd	smiles	DT40 TDP1 no CPT	TDP1 inh	DT40 TDP1 CPT
48	O=C(c1ccc(Cl)s1)N1CCc2ccccc21	-16%	0%	-23%
56	O=C(NCC(c1cccnc1)N1CCOCC1)Nc1ccccc1 (centres undefined)	-2%	5%	1%
47	O=C(Nc1nccs1)C1CCN(S(=O)(=O)c2ccc(Cl)c(C(F)(F)F)c2)CC1	?	-3%	-11%
54	Cc1c(C(=O)NCCCc2ccncc2)cnn1-c1nccc(-c2ccccc2F)n1	18µM*	/	-7%[9.04 µM]

The listing continues.
cpd	smiles	DT40 TDP1 no CPT	TDP1 inh	DT40 TDP1 CPT
61	Cc1ccccc1-c1nnc(SCC(=O)Nc2cccnc2Cl)o1	16µM*	0%	13µM*
62	COc1ccc2c(c1)c1c(c(=O)n(-c3cccc(Cl)c3)c(=O)n1CC(=O)N1CCCC1)n2C	?	3%	23µM*
63	CCOc1ccc(C(=S)N2CCOCC2)cc1OC	-8%	-4%	-6%
64	COc1ccc(NC(=O)c2cn(CCC#N)nc2-c2cccs2)cc1	-1%	0%	-11%
65	Cc1c(NC(=O)C(C)OC(=O)/C=C/c2ccc(OC(F)F)cc2)c(=O)n(-c2ccccc2)n1C (centres undefined)	-4%	-3%	-2%
66	COc1ccc2cc(CN(CC3CCCO3)C(=O)Nc3ccccc3OC)c(=O)[nH]c2c1 (centres undefined)	4.6µM*	6%	4.1µM*
67	CCOC(=O)N1C(=O)NC(=O)C1c1ccc(Cl)cc1 (centres undefined)	-9%	/	-1%
68	CCCN=C1NC(=O)C(CC(=O)NCCc2ccc(OC)c(OC)c2)S1 (centres undefined)	10%	3%	31%[activator]
69	COc1cccc(CN2CC(C(=O)N(C)Cc3[nH]c4ccccc4c3C)CCC2=O)c1 (centres undefined)	-12%	3%	?
70	CCc1nn(CC(=O)NCc2cccnc2)c(=O)c2cc3occc3n12	19%	1%	-3%
71	CCOC(=O)C1CCN(C(=O)CN(c2ccc3c(c2)OCCO3)S(=O)(=O)c2ccccc2)CC1	-30%	3%	?
72	Cn1c2c(c3ccccc31)CCSC2=O	-22%	-5%	0%
73	O=C(Cn1cnc2c(nnn2-c2cccc(Cl)c2)c1=O)NCc1ccccc1	-13%	/	-23%
74	CN(C)c1ccc(/C=N/NC(=O)c2nonc2N)cc1[N+](=O)[O-]	?	5%	?
75	O=C(O)c1cccc(N2C(=O)c3cccnc3C2=O)c1	-3%	1%	0%
76	Cc1cccc(C)c1OCC(=O)Nc1oc(-c2ccccc2)c(-c2ccccc2)c1C#N	?	/	?
77	CSc1nc2ccc(NC(=O)C3=NNC(=O)CC3)cc2s1	-33%	3%	-1%
78	O=C(Nc1nnc(S(=O)(=O)N2CCCc3ccccc32)s1)c1ccccc1	?	5%	?
79	COc1ccc(/C=C/C(=O)N2CCCc3ccccc32)cc1	23µM*	0%	26µM*
80	CC(=O)NCCNc1nc2cc(-c3ccc4c(ccn4C)c3)sc2c(=O)n1C	-9%	/	?
81	CCC(C)(C)c1nnc(NC(=O)c2cccc([N+](=O)[O-])c2)s1	-16%	6%	-20%
82	O=C(/C=C/c1ccco1)Nc1ccc(Oc2ccc(Cl)cc2)cc1	3.3µM*	0%	4.1µM*
83	CCN(CC)CCN(C(=O)c1ccc2c(c1)OCCO2)c1nc2ccc(C)cc2s1	-24%	7%	?
84	COc1ccc(NC(=O)c2cccnc2)cc1	5%	/	3%
85	CCOc1ncccc1C(=O)OCC(=O)c1ccc(C)c(C)c1	0%	0%	8%
86	O=C(CC1C(=O)NCCN1Cc1ccc(F)c(F)c1)NCCCn1ccnc1 (centres undefined)	-2%	0%	0%
87	CCCCCCCC(=O)OC(CN1CCCCC1)CN1CCCC1=O (centres undefined)	-8%	3%	-9%
88	O=C(Nc1ccccc1)Nc1cccc(Cl)c1Cl	?	2%	?
89	CCCCCCc1c(C)nc(-n2[nH]c(C)c(CCO)c2=O)[nH]c1=O	?	7%	?
90	Cc1cccc(-n2c(N)c(C(=O)NCCN3CCOCC3)c3nc4ccccc4nc32)c1	18µM*	0%	?

Later entries.
cpd	smiles	DT40 TDP1 no CPT	TDP1 inh	DT40 TDP1 CPT
91	Cc1cc(C(=O)COC(=O)c2ccc([N+](=O)[O-])o2)c(C)n1CC1CCCO1 (centres undefined)	?	5%	23µM*
92	COc1ccc(C(=O)C2CCN(C(=O)Nc3ccccc3C)CC2)cc1	-19%	4%	4%
93	O=[N+]([O-])c1cccc(S(=O)(=O)Nc2ccc(S(=O)(=O)NCC3CCCO3)cc2)c1 (centres undefined)	11%	1%[56.1 µM]	-10%
94	Cc1ccc(NC(=O)/C(C#N)=C/c2ccc(-c3ccc(Cl)c(C(=O)O)c3)o2)cc1C	-14%	-2%	-3%
95	COC(=O)c1cc(S(=O)(=O)NCC2CCN(Cc3ccc(F)cc3)CC2)c[nH]1	12%&-20%	0%&-8%	-14%&-26%
96	O=C(NCCCc1ccccc1)c1ccccc1O	?	2%	?
97	CCc1c(C)sc(NC(=O)c2cc(-c3ccco3)on2)c1C#N	-18%	1%	-19%
98	O=C1C2C3C=CC(C3)C2C(=O)N1c1ccc(S(=O)(=O)Nc2nccs2)cc1 (centres undefined)	-8%	/	-9%
